Screening results (PubChem)
LAP4-GFP MLPCN: modulators of LAP4-GFP expression in yeast, primary screen, S. cerevisiae, multiplex flow cytometry, MLPCN library; actives 0.34% (n = 320,000); GFP response vs DMSO, % at 10 µM; AID 2023, 2009; 3 h; median GFP as percent of DMSO wells;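 active means GFP response vs DMSO above a set limit, about the screen mean plus 3 SD, cut at about 150% in these data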
proCasp7 act: procaspase-7 activators, primary screen, counter-screen for procaspase-3 activator project, biochemical, absorbance, HTS, human; Caspase-7 (Homo sapiens), P55210; recombinant procaspase-7, Ac-DEVD-pNA absorbance 405 nm; D23A/D198A/D206A triple mutant, cannot self-cleave; scale: DMSO 0, 5 µM enzyme 100; activation, % at 8.5 µM; actives 0.093% (n = 330,000); AID 463210, 2010;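 active means percent activation above the screen-wide mean plus 3 SD, cut at about 25% in these data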
Target sequence (P55210 whole entry D23A/D198A/D206A): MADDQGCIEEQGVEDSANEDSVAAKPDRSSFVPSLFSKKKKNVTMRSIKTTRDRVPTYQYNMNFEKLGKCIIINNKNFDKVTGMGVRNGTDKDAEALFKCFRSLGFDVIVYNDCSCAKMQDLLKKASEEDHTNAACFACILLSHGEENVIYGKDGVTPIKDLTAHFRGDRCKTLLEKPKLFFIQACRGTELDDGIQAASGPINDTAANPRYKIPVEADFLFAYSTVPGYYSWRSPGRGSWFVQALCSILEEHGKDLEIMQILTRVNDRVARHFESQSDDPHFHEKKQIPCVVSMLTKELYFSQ
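System: Procaspase-7 triple mutant (PC-7 D3A); measure: % activation from two-timepoint absorbance difference, scaled to controls; times: 1 h compound preincubation, 2 h substrate cleavage, 25 °C; also added: Ac-DEVD-pNA substrate, 400 µM as added; measured by: Epi-absorbance of released pNA at 405 nm, two timepoints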
AHR act: AHR activators, primary screen, cell-based, luminescence, luciferase reporter, human; AHR-responsive luciferase reporter cells; Aryl hydrocarbon receptor (Homo sapiens), P35869; AID 2796, 2010; activation, % at 5 µM; actives 2.5% (n = 320,000); in the data active means activation above about 47%;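 further: 0% = vehicle wells and 100% = reference agonist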
Yeast superoxide: reduction of superoxide in aged yeast, primary screen, HTS | S. cerevisiae aged cells, superoxide DHE fluorescence; hits give low values | superoxide response (% of plate mean), % at 10 µM | actives 0.18% (n = 330,000);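 active means superoxide response under a set limit, about three screen SD below normal, cut at about 65% in these data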;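 further: yeast aged for seven days with compound at 30 °C before DHE staining; 100% = average MFI of all compound-treated wells on the plate with controls excluded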
JMJD2C inh: inhibitors of GASC-1 histone demethylase, primary screen, biochemical, fluorescence, DELFIA europium; actives 0.069% (n = 330,000); AID 2099, 2009; GST-JMJD2C(1-420) H3K9me3 demethylation; inhibition, % at 2.35 µM;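 active means more than half of a compound's replicate wells show inhibition beyond 50%, single wells judged on their own value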;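 further: signal counts dimethyl H3K9 product captured on neutravidin plate; 0% = median of DMSO wells and 100% = 0.3 times that DMSO median; strong numbers were not always called active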
Target sequence (Q9H3R0 1-420 limits assumed): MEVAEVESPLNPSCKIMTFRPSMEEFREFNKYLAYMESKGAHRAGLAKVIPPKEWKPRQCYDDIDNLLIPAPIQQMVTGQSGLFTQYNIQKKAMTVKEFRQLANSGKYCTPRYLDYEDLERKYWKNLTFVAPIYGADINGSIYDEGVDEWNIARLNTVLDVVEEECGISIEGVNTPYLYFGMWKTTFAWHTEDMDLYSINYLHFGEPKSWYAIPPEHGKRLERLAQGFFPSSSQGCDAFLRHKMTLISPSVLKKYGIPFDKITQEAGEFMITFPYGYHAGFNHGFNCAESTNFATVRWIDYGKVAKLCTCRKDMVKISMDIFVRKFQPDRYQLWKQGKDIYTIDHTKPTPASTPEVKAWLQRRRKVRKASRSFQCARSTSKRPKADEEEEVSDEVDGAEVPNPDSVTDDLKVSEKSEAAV
MEP2 TOR yeast: modulators of MEP2-GFP levels in yeast, primary screen, S. cerevisiae, multiplex flow cytometry, MLPCN library; S. cerevisiae MEP2-GFP strain, 3 h; 100% = DMSO control level; actives 0.51% (n = 330,000); GFP response vs DMSO, % at 10 µM; AID 2016, 2009;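 active means GFP response versus DMSO above a set limit, roughly screen mean plus 3 SD, cut at about 180% in these data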;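 further: median GFP fluorescence of the barcode-gated MEP2-GFP cells per well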
RPL19A TOR yeast: RPL19A-GFP expression modulators in yeast, primary screen, cell-based, S. cerevisiae, multiplex flow cytometry, MLPCN. S. cerevisiae RPL19A-GFP strain, 3 h; hits give low values. percent response vs DMSO, % at 10 µM. actives 0.3% (n = 330,000);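 active means percent response vs DMSO below 50%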;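 further: median channel GFP fluorescence of the barcoded RPL19A-GFP strain; ratio of sample median GFP to plate DMSO average so 100% = DMSO; lower means less RPL19A-GFP as with rapamycin TOR inhibition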
proCasp3 act: activators of human procaspase-3 D3A mutant, primary screen, biochemical, absorbance, PC-3 D3A mutant, single concentration; activation, % at 8.5 µM; actives 0.11% (n = 330,000); Caspase-3 (Homo sapiens), P42574; recombinant procaspase-3 D3A, Ac-DEVD-pNA absorbance 405 nm;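 active means activation above the mean of all tested compounds plus 3 SD, cut at about 21% in these data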;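 further: 0% = DMSO alone and 100% = DMSO wells spiked with extra 5 µM PC-3 D3A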
Target sequence (P42574 whole entry D9A/D28A/D175A): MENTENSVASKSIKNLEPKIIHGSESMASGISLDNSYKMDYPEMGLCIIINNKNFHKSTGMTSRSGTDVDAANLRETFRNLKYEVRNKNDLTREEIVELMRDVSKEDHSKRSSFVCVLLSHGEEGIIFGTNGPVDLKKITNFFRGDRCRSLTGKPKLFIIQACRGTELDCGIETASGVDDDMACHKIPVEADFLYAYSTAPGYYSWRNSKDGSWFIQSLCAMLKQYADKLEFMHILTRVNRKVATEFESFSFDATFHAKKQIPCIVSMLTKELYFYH
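Assay system: Autoprocessing-dead procaspase-3 D3A mutant enzyme; also added: Ac-DEVD-pNA; doses: one concentration, 8.5 µM nominal, 0.8% DMSO; times: 1 h compound preincubation, 2 h substrate hydrolysis at 25 °C; technique: 405 nm absorbance of p-nitroaniline, reads at 0 and 120 min; measure: % activation between DMSO and enzyme-spiked controls; repeats: single replicate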
The depositor's hits bear a star; x = not tested or not shown; & = joins results of further samples; [ ] = dose if it differs, or a comment.

1: CCS(=O)(=O)N1CCCC(C(=O)NCCCOC)C1 (centres undefined)
2: Oc1c(C=C2N=c3ccccc3=N2)sc(=S)n1C1CCCCC1
3: O=C(CSc1nnc(CNC(=O)c2ccccc2)o1)Nc1ccc2c(c1)OCO2
4: CCc1ccc(-n2c(SCC(=O)Nc3cccc(S(=O)(=O)NC4=NCCCCC4)c3)nc3ccccc3c2=O)cc1
5: COc1ccccc1C1C2CCCCC2(O)CCN1CC(=O)Nc1ccccc1 (centres undefined)
6: CC(=O)Nc1ccc2c(c1)nc(CCNC(=O)c1ccco1)n2C
7: Cc1nn(Cc2ccc(Cl)cc2)c(C)c1NC(=O)CCCn1nc([N+](=O)[O-])c(Cl)c1C
8: CN(C)c1ccc(S(=O)(=O)NCC(=O)OCC(=O)c2ccc[nH]2)cc1[N+](=O)[O-]
entry no.,1,2,3,4,5,6,7,8
LAP4-GFP MLPCN,125,98&106,102,95,96,102,87,88
proCasp7 act,16,-9&6,-4,1,7,-7,1,0
AHR act,0,-3&0,8,0,5,0,1,2
Yeast superoxide,93,98&111,100,100,96,87,93,90
JMJD2C inh,1,1&1,-1,-2,3,-4,9,8
MEP2 TOR yeast,97,103&107,106,97,96,102,95,93
RPL19A TOR yeast,102,110&115,97,99,95,97,93,91
proCasp3 act,11,-1&8,4,2,-6,-5,-1,-1

9: O=C(COc1cccnc1[N+](=O)[O-])Nc1cc(Cl)ccc1Cl
10: COc1cccc(-c2c(C#N)c(N)nc3c2c(C)nn3-c2ccccc2)c1O
11: S=C(NCc1ccc2c(c1)OCO2)NC1CCN(Cc2ccccc2)CC1
12: O=S(=O)(c1cc(Cl)ccc1Cl)N1CCN(Cc2ccc3c(c2)OCO3)CC1
13: O=C(NC1CCCC1)c1ccc2c(c1)N(Cc1ccccc1)CCS2
14: COc1ccccc1N1C(=O)C2C3C=CC(C3)C2(C)C1=O (centres undefined)
15: COc1ccc(-n2nc(C(=O)Nc3cc(OC)c(OC)c(OC)c3)c3ccccc3c2=O)c(OC)c1
16: CN(C)c1ccc(NC(=O)CN2C(=O)c3ccccc3C2=O)cc1
entry no.,9,10,11,12,13,14,15,16
LAP4-GFP MLPCN,97,85,90,97,103,98,92,92
proCasp7 act,-2,-4,-12,1,8,-3,-2,1
AHR act,28,11,-1,18,17,1,0,1
Yeast superoxide,110,82,95,94,92,117,87,96
JMJD2C inh,x,-24,-5,0,-16,-3,3,-3
MEP2 TOR yeast,96,95,109,107,100,99,108,106
RPL19A TOR yeast,100,100,107,99,99,96,102,99
proCasp3 act,15,-2,4,-3,-5,0,4,-7

17: C=C1C(=O)C=C2CN(C(=O)c3ccccc3)[C@@](Cc3ccc(F)cc3)(C(=O)OC)[C@@H]12
18: Cc1ccnc(NC(=O)c2cc3cc(F)ccc3s2)c1
19: Cc1nc2ncnn2c(Nc2ccc3c(c2)OCO3)c1Cc1ccccc1
20: CC(C)(C)N1C(=O)[C@H]2[C@@H](c3ccc(Br)cc3)N3C(=O)N(c4cccc(Cl)c4)C(=O)[C@@]3(Cc3ccccc3)[C@H]2C1=O
21: Cc1nc(C(=O)O)nn1-c1cc(Cl)ccc1Cl
22: Cc1cc(C(=O)COC(=O)c2cccn2C)c(C)n1Cc1ccco1
23: CC1(C)CC(=O)C(N=Nc2cc(Cl)c(Cl)c(Cl)c2)=C(O)C1
24: c1ccc(CN2CCC3(CC2)Nc2ccccc2S3)cc1
entry no.,17,18,19,20,21,22,23,24
LAP4-GFP MLPCN,173*,110,104,112,92,95,x,113
proCasp7 act,3,12,7,1,5,-1,0,-27
AHR act,-2,13,0,0,1,-1,6,12
Yeast superoxide,110,106,98,91,92,93,84,85
JMJD2C inh,8,9,6,17,-19,-3,20,-1
MEP2 TOR yeast,90,101,102,94,104,97,93,106
RPL19A TOR yeast,102,101,99,110,106,96,98,108
proCasp3 act,-11,3,18,1,-1,6,3,-17

25: CC(NC(=O)CCC(=O)N1CCN(S(=O)(=O)c2ccc(Cl)cc2)CC1)c1ccccc1 (centres undefined)
26: CCNC(=O)CC1SC(=Nc2ccc(C)cc2)N(CC)C1=O (centres undefined)
27: COc1cccc(-c2nc(NCc3cccnc3)c3ccccc3n2)c1O
28: O=C(C1CCCN(Cc2ccc3c(c2)OCO3)C1)N1CCCC1 (centres undefined)
29: CC1CN(c2nc3ccccn3c(=O)c2/C=C(\C#N)C(=O)N2CCOCC2)CC(C)O1 (centres undefined)
30: COc1cc(NC(=O)C2=CC(c3cccs3)=NS(=O)(=O)N2C)cc(OC)c1OC
31: CCCN1C(=O)c2cc(C(=O)Nc3ccccc3OC)ccc2C1Nc1ccccc1OC (centres undefined)
32: O=C(Nc1cc(C(=O)N2CCN(c3ccccc3)CC2)ccc1Cl)c1cccs1
entry no.,25,26,27,28,29,30,31,32
LAP4-GFP MLPCN,106,105,80[may fluoresce violet],91,99,103,112,104
proCasp7 act,2,-3,x,-8,14,4,3,5
AHR act,2,1,x,0,-2,0,94*,-2
Yeast superoxide,100,105,94,103,91,108,108,90
JMJD2C inh,1,-1,-14,0,-2,-4,-4,-2
MEP2 TOR yeast,103,108,561*[may fluoresce violet],93,99,106,103,93
RPL19A TOR yeast,103,94,31*[may fluoresce violet],99,103,100,95,94
proCasp3 act,1,-13,x,-5,-2,4,0,-4

33: CCC(C)C(NC(=O)c1ccccc1NC(=O)c1ccco1)C(=O)NNC(=O)c1ccc(OC)cc1 (centres undefined)
34: O=c1[nH]c(-c2ccccc2)nn1-c1ccc(Br)cc1Br
35: CCOC(=O)C1=C(O)/C(=C/c2ccc(OCC(=O)O)c(OCC)c2)SC1=Nc1ccc(OC)cc1
36: COc1ccc2c(N)c(C(=O)NN)[nH]c2c1
37: COc1ccc(NC(=O)c2ccc3c(=O)n(-c4ccc(OC)cc4OC)c(=S)[nH]c3c2)cc1
38: COC/C=C/C1=CC2=CC(=O)C(C)(OC(=O)c3cnc4ccccc4n3)C(=O)C2=CN1C(CO)CO (centres undefined)
39: Cc1cccc(NC(=O)CCC(=O)Nc2nnc(C(F)(F)F)s2)c1
40: Nc1nnc(-c2cccnc2)s1
entry no.,33,34,35,36,37,38,39,40
LAP4-GFP MLPCN,91,93,80,115,86,100,119,105
proCasp7 act,8,-10,-2,0,10,-1,4,2
AHR act,9,-3,-2,15,0,0,2,2
Yeast superoxide,106,97,94,99,110,81,91,99
JMJD2C inh,-1,3,4,2,10,-2,19,13
MEP2 TOR yeast,99,101,86,100,100,106,106,101
RPL19A TOR yeast,106,101,100,104,96,104,100,105
proCasp3 act,-1,-1,-14,5,-1,1,2,4

Pulled one by one from above, 6 records:
40: Nc1nnc(-c2cccnc2)s1
36: COc1ccc2c(N)c(C(=O)NN)[nH]c2c1
34: O=c1[nH]c(-c2ccccc2)nn1-c1ccc(Br)cc1Br
38: COC/C=C/C1=CC2=CC(=O)C(C)(OC(=O)c3cnc4ccccc4n3)C(=O)C2=CN1C(CO)CO (centres undefined)
39: Cc1cccc(NC(=O)CCC(=O)Nc2nnc(C(F)(F)F)s2)c1
37: COc1ccc(NC(=O)c2ccc3c(=O)n(-c4ccc(OC)cc4OC)c(=S)[nH]c3c2)cc1
entry no.,40,36,34,38,39,37
LAP4-GFP MLPCN,105,115,93,100,119,86
proCasp7 act,2,0,-10,-1,4,10
AHR act,2,15,-3,0,2,0
Yeast superoxide,99,99,97,81,91,110
JMJD2C inh,13,2,3,-2,19,10
MEP2 TOR yeast,101,100,101,106,106,100
RPL19A TOR yeast,105,104,101,104,100,96
proCasp3 act,4,5,-1,1,2,-1

More structures.
41: CC(C)CSC1=NSC2=NC(=O)/C(=C\c3coc4ccccc4c3=O)C(=N)N12
42: O=C(CN(Cc1ccco1)C(=O)c1ccccc1)Nc1ccc(Cl)c(Cl)c1
43: COc1ccc2c(CC(=O)Nc3ccc(OC)nc3)coc2c1
44: CN(C)c1ccc(NC(=S)N(CCc2ccccc2)C2CC(=O)N(c3c(Cl)cccc3Cl)C2=O)cc1 (centres undefined)
45: Cc1ccc(C(C)C)cc1OCCOCCN1CCCC1
46: O=C(O)c1ccc(N2CCN(Cc3ccc4c(c3)OCO4)CC2)c([N+](=O)[O-])c1
47: CN(C)c1cc[n+](Cc2ccccc2)cc1
48: Cc1cc(N2CCN(C)CC2)nc2ccc(NC(=S)NC3CC3)cc12
entry no.,41,42,43,44,45,46,47,48
LAP4-GFP MLPCN,97,90,122,90,99,88,74,122
proCasp7 act,-2,8,0,6,13,18,1,3
AHR act,81*,8,1,7,-1,-1,-3,6
Yeast superoxide,137,107,96,96,90,102,85,100
JMJD2C inh,3,87,0,-1,-16,-28,-5,2
MEP2 TOR yeast,109,101,135,87,109,105,75,127
RPL19A TOR yeast,102,99,96,94,103,106,86,87
proCasp3 act,-9,2,3,-3,-3,5,1,3

49: Cc1cc2ccccc2n2c(SCC(=O)Nc3ccc(S(=O)(=O)N4CCC(C)CC4)cc3)nnc12
50: CN1C(=O)C2(C(C#N)=C(N)Oc3n[nH]c(-c4ccc(Cl)cc4)c32)c2ccccc21 (centres undefined)
51: O=C(c1cccc(Br)c1)N1CCN(c2ccccn2)CC1
52: CCOC(=O)C1CCCN(C(=S)Nc2ccc(OC)cc2)C1 (centres undefined)
53: O=C(COc1cccnc1[N+](=O)[O-])Nc1ccc(F)cc1
54: CC(=O)Nc1cccc(C(=O)OCC(=O)c2ccc(S(=O)(=O)N3CCCCC3)cc2)c1
55: C/C(=N\NC(=O)CC(C)C)c1ccc(Cl)c(Cl)c1
56: NC(=O)CN1C(=O)C(=O)N(Cc2ccc(F)cc2)C1=O
57: COCCn1c(C)cc(O)c(C(=O)Nc2cccc(Cl)c2)c1=O
58: CC1CCCN(C(=O)C2CCCN(S(=O)(=O)c3cccc4nsnc34)C2)C1 (centres undefined)
59: O=C(NC1CCCCC1)C1COc2ccccc2O1 (centres undefined)
entry no.,49,50,51,52,53,54,55,56,57,58,59
LAP4-GFP MLPCN,89,89,103,99,110,106,91,100,98[may fluoresce violet],105,106
proCasp7 act,-1,4,1,-11,0,8,1,6,-2,10,-2
AHR act,3,10,-7,1,-3,2,-2,1,14,0,-1
Yeast superoxide,107,102,97,94,98,102,108,92,90,95,90
JMJD2C inh,-3,16,5,0,3,-1,29,0,-9,-3,-2
MEP2 TOR yeast,97,97,92,103,106,116,100,109,191*[may fluoresce violet],100,95
RPL19A TOR yeast,104,92,95,105,95,108,99,105,61[may fluoresce violet],99,96
proCasp3 act,-7,11,-13,-4,-1,-10,7,-6,9,0,-4
